GAA spleen mod: inhibitors or activators of human alpha-glucosidase in spleen homogenate. P10253. human spleen homogenate, 4-MU-alpha-glucoside fluorescence. Potency, µM (series often up to 79.9 µM), for inactives: top-dose activity change, negative = inhibition, hits mostly inhibitors. actives 0.006% (n = 240,000);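 also: 0% = enzyme with vehicle and -100% = no enzyme basal signal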
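AC50 values come from Hill-equation fits of concentration-response data, normalized to no-enzyme and full-activity controls. Enzyme source: 1 ug human spleen homogenate; 1 mM fluorogenic 4-MU glucoside, pH 5.0 citrate buffer, 37 C, 40 min.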
Epigenetic reg: regulators of epigenetic silencing causing reporter derepression in mouse cells; murine LDR cells, GFP reporter derepression, 30 h; Potency, µM (titrated, usually from 53.9 µM), without a hit: top-dose GFP activation, actives largely listed as activators; actives 0.2% (n = 280,000); AID 1865; also: % of control where 0% means no effect; nearly all actives have a fitted effect of over 60% in size
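Murine LDR cells carrying a silenced, genomically integrated CMV-driven GFP reporter were exposed to compound for 30 hours at 37 C. After PBS washes, GFP-positive cells (20–120 um objects) were counted by laser-scanning microplate cytometry.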
Tau fluor counter: counter-screen for tau fibril formation inhibitors; actives 0.93% (n = 280,000); Potency, µM (highest dose often 57.7 µM), inactives show top-dose activity change, negative = decrease; tau K18 P301L (four-repeat tau fragment) Alexa594 fluorescence, heparin fibrillization; AID 1463; also: % is scaled to controls: 0 for no effect and ±100 for the full control effect; nearly all actives have a fitted effect of over 55% in size
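Human K18 P301L tau (15 uM unlabeled plus 0.24 uM Alexa 594-labeled, final) in 100 mM sodium acetate pH 7 was mixed with compound and 20 uM heparin and incubated 6 hr at 37 C.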
NPSR antagonist: antagonists of human neuropeptide S receptor cAMP signaling; Q6W5P4; CHO-NPSR cells, cAMP TR-FRET, antagonist mode; Potency, µM (titrated, usually from 38.3 µM), inactives show top-dose activity change, negative = inhibition, hits mostly inhibitors; actives 1% (n = 220,000); AID 1461; also: % is scaled to controls: 0 for no effect and ±100 for the full control effect; nearly all actives have a fitted effect of over 50% in size; many of its hits are not listed in these tables
GAA glycogen mod: inhibitors or activators of human alpha-glucosidase glycogen cleavage | P10253 | recombinant GAA, glycogen substrate, Amplex Red glucose oxidase fluorescence | Potency, µM (doses to about 76.4 µM), inactives show top-dose activity change, negative = inhibition, most hits filed as inhibitors | actives 0.38% (n = 300,000) | AID 2100;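 also: 0% = full enzyme reaction and -100% = no-enzyme basal signal; the screen sought inhibitors and activators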
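Natural-substrate format: glycogen cleavage by 4 nM human enzyme, glucose read by Amplex Red coupling (Ex 573, Em 610 nm). Normalized to enzyme and no-enzyme controls.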
ALDH1A1 block: ALDH1A1 (human) enzyme inhibition | P00352 | Purified ALDH1A1, NADH fluorescence, propionaldehyde substrate | Potency, µM (highest dose often 75.3 µM), for the others: at the highest dose activity, negative = inhibition, actives largely listed as inhibitors | actives 7.3% (n = 220,000); active = well fitted inhibition curve with a large enough effect, not every such curve was filed as active; inconclusive = small, poorly fitted or top-dose-only effect, or another doubt; inactive = no such curve, though single readings can be large or run the other way;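 also: plate controls were no enzyme wells and a reference inhibitor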
Target sequence (P00352 whole entry, looked up): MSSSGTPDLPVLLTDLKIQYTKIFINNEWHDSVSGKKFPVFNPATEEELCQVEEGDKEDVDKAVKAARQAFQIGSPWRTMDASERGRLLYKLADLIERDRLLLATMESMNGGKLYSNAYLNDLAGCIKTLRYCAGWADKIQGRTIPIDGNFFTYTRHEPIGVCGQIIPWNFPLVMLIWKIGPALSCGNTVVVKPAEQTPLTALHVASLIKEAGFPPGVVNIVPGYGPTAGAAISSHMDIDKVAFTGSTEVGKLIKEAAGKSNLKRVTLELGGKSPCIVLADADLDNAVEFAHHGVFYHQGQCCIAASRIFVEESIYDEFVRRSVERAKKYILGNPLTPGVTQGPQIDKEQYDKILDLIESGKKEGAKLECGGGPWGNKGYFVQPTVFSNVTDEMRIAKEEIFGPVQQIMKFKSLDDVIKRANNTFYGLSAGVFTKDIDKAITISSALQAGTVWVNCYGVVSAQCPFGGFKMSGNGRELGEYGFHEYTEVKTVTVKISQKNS
aGal spleen mod: inhibitors or activators of human alpha-galactosidase in spleen homogenate; human spleen homogenate, 4MU-alpha-Gal fluorescence, 40 min; Potency, µM (doses to about 80 µM), inactives show top-dose activity change, negative = inhibition, actives largely listed as inhibitors; actives 0.008% (n = 240,000);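 also: 0% = enzyme with vehicle and -100% = no enzyme basal signal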
Target sequence (P06280 32-429 limits assumed): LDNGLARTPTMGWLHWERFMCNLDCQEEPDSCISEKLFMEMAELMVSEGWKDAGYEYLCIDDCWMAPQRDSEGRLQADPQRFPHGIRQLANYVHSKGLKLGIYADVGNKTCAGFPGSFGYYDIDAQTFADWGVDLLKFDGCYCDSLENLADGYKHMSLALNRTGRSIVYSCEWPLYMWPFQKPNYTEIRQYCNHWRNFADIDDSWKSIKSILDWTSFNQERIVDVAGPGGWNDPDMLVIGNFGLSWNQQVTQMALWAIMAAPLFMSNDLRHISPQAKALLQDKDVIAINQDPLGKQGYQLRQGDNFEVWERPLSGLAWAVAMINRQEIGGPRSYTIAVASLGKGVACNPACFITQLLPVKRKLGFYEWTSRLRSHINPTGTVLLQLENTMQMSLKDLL
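Inhibition or activation of alpha-galactosidase in human spleen homogenate is scored by 4-MU fluorescence after 40 min at 37C, pH 5.0, with 1 mM substrate. AC50s come from concentration-response fitted to the Hill equation.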
GAA inh: alpha-glucosidase (human) inhibition | actives 0.005% (n = 200,000) | P10253 | Potency, µM (highest dose often 76.9 µM), without a hit: top-dose activity change, negative = inhibition, usual class: inhibitors | purified human GAA, 4-MU-alpha-glucoside fluorescence;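 also: plate controls were uninhibited enzyme wells for no effect and no-enzyme background for full effect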
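Enzyme (4 nM final) mixed with compound (up to 77 uM), then 4-MU-alpha-D-pyranoside (400 uM final) added; 20 min at room temperature, pH 5.0. Reaction stopped at pH 10, fluorescence read, AC50 derived by Hill fit.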
* = called active by the depositor; ? = inconclusive; . = no result given; & = joins results of further samples; ! = repeats disagree; [ ] = dose if it differs, or a comment. Unless noted, calls follow the shape of the dose curve; as a rule, active = well fitted curve in the direction sought with a large enough effect; inconclusive = small, poorly fitted or top-dose-only effect, or another doubt; inactive = no such curve, though single readings can be large; an effect the other way counts as inactive or inconclusive. Potency is read from the fitted curve at half-maximal effect.

SMILES	GAA spleen mod	Epigenetic reg	Tau fluor counter	NPSR antagonist	GAA glycogen mod	ALDH1A1 block	aGal spleen mod	GAA inh
COc1ccc(N2CCN(C(=O)CNC(=O)c3cn(-c4ccccc4OC)c(=O)c4ccccc34)CC2)cc1	.	1.1%	-14%	-18%	-10%	?	-4%	-4%
COC(=O)Cc1[nH]n(-c2nc3ccccc3s2)c(=O)c1C(C)=Nc1ccc(C)cc1	-1%	1.0%	-4%	-29%	9%	5%	-3%	?
O=C(CCN1C(=O)c2ccccc2C1=O)Nc1ccncc1	0%	1.5%	9%	-6%[46.1 µM]	12%	?	-3%	1%
CC(C)CN1C(=O)c2ccc(C(=O)Nc3ccccn3)cc2C1=O	-5%	0.0%	-14%	-6%[46.1 µM]	2%	1.1µM*	-5%	1%
O=C(COC(=O)Cc1ccc(S(=O)(=O)N2CCCCC2)s1)Nc1ccc2c(c1)OCO2	7%	1.3%	?	-2%[46.1 µM]	-4%	?	11%	?
Cn1nc(C(F)(F)F)c(C#N)c1N1CCN(c2ccccn2)CC1	-5%	-1.4%	-13%	-5%	3%	-11%	-4%	-8%
NC(=O)[C@H](Cc1cc2ccccc2s1)NC(=O)[C@@H]1CC2(CC(c3cccc(NC(=O)[C@@H]4CCC(=O)N4)c3)=NO2)CN1C(=O)c1ccccc1 (some centres not stated)	1%	-1.1%	0%	-8%[46.1 µM]	4%	-5%	-6%	-4%
O=C(NCc1ccccc1)c1nc(-c2cccs2)no1	3%	-0.4%	-7%	-9%	-6%	0%	4%	-10%
COC(=O)c1ccc(N2C(=O)C3CC=CC(C)C3C2=O)cc1 (configuration not stated)	.	1.3%	2%	-1%	11%	-8%	1%	-12%
CCn1c2ccccc2c2cc(NC(=O)c3cc(C)on3)ccc21	-4%	-0.6%	?	-19%	-23%	5%	-7%	-11%
COc1cc(N=Nc2cccc(S(N)(=O)=O)c2)c2ccccc2c1N	4%	32µM*	10µM*[quencher]	-4%	-3%	7.9µM*!	4%	?
CCN(CC)Cc1cc(Nc2ccnc3cc(Cl)ccc23)ccc1O	-2%[29.1 µM]	6.6%[16.9 µM]	.	.	?	-4%[20.9 µM]	3%[29.1 µM]	.
CCOC(=O)C1=C(C)N(c2ccccc2)C(=O)/C1=C\c1ccc(O)c(OC)c1	-3%	0.0%	25µM*[quencher]	-31%	?	.	-2%	.
CC1=C/C(=N\OC(=O)/C=C/c2ccccc2)C(C)=CC1=O	-4%	-0.9%	-1%	-5%[46.1 µM]	7%	3%	-4%	4%
Clc1cccc(Cl)c1NC1=NCCC1	13%	-0.3%	0%	-2%[46.1 µM]	-8%	6%	7%	-1%
CCOC(=O)COc1ccc(Oc2nc(C)cc(OC)n2)nn1	-15%	-1.3%	-4%	-2%[46.1 µM]	5%	-3%	4%	-5%
COc1ccc(-c2c(-c3ccc(OCC(=O)NN)cc3O)n[nH]c2C)cc1	3%	4.8%	-16%	5%	-21%	?	3%	-1%
O=C(O)c1cccc(N2C(=O)c3cccc(Oc4ccc(Cl)cc4)c3C2=O)c1	4%	1.5%	6%	-41%	-10%	11%	3%	4%
CCN1CCN(CCOc2ccc(Cl)cc2)CC1	-3%	1.0%	-8%	1%	-3%	?	-13%	-3%
CC(NCCC(c1ccccc1)c1ccccc1)c1ccccc1 (configuration not stated)	3%&-12%	3.8%&8.0%	6%&-12%	?	-19%	?	15%&1%	-17%[15.4 µM]
Cc1ccc(NC(=O)CN(C)S(=O)(=O)c2cccs2)cc1F	-5%	2.8%	-12%	-1%[46.1 µM]	3%	-7%	-6%	-2%
C/C(=N/NS(=O)(=O)c1ccc(Br)cc1)c1ccc(C)o1	-5%	0.0%	-5%	7%	-4%	?	-1%	5%
COc1ccc(CNc2nc3ccccc3n2C)c(O)c1	2%	-0.4%	-15%	-1%	-5%	.	1%	.
Cc1cc(-c2ccccc2)nc(SC(C(=O)O)c2ccccc2)n1 (configuration not stated)	-8%	-1.5%	7%	-33%	4%	?	-9%	10%
Cc1cnc(C(=O)OCC(=O)N2c3ccccc3CC2C)cn1 (configuration not stated)	4%	-1.5%	-2%	7%	-2%	1%	-4%	-7%

The listing continues:
SMILES	GAA spleen mod	Epigenetic reg	Tau fluor counter	NPSR antagonist	GAA glycogen mod	ALDH1A1 block	aGal spleen mod	GAA inh
Cc1cc(C)c(NC(=O)CCCN2CCOCC2)c(C)c1	0%	0.0%	5%	1%[46.1 µM]	4%	1%	10%	-9%
Cc1ccc(-c2nnc(-c3ccccc3)o2)cc1	-1%	-2.0%	8%	-11%[46.1 µM]	-7%	-6%	3%	11%
COc1ccccc1-c1nnc2sc(-c3cnccn3)nn12	0%	0.0%	0%	-17%[46.1 µM]	2%	?	-2%	-11%
CC(=O)c1sc(-c2ccccc2Cl)nc1C	9%	-2.5%	5%	-5%	-4%	3%	1%	7%
CCOc1ccccc1Nc1nnc(C)c(=O)[nH]1	-3%	-1.3%	-10%	-12%[46.1 µM]	8%	-3%	0%	5%
CC1CC(C)CN(S(=O)(=O)c2ccc3c(c2)oc(=O)n3CC(=O)NCc2cccnc2)C1 (configuration not stated)	-8%	0.8%	-16%	-1%	-2%	.	-8%	.
C=CCC1C=C(Cc2ccccc2)CC(CC=C)N1 (configuration not stated)	-13%	0.5%	-3%	-2%	-11%	?	9%	-8%
COc1ccc(NC(=O)/C(C#N)=C\c2cc(OC)c(OCc3ccc(C(=O)O)cc3)cc2Br)cc1	-1%	-0.8%	-2%	-33%	-5%	?	6%	2%
CCOC(=O)C1CCN(C(=O)Cn2cc(C(=O)c3ccco3)c3ccccc32)CC1	3%	1.4%	-1%	10%[46.1 µM]	-9%	-7%	2%	1%
COc1cc(CCCN2C(=O)C(=O)NC[C@@H]2c2ccccc2)cc(OC)c1OC	-4%	4.5%	1%	16%	-6%	.	-5%	.
O=C(COC(=O)c1ccc(Br)cc1)NCc1ccccc1	5%	1.0%	-16%	1%[46.1 µM]	11%	-1%	8%	-4%
O=C(NCc1ccco1)C(=O)NCC1OCCN1S(=O)(=O)c1ccccc1 (configuration not stated)	5%	-2.5%	-9%	2%	3%	?	1%	-2%
Cc1cccc2c(=O)n3c(nc12)CCCCC3	1%	1.5%	-9%	-8%[46.1 µM]	8%	-3%	-8%	-7%
C=CCn1c(SCC(=O)N2CCc3ccccc3C2)nc2sc(C)c(C)c2c1=O	13%	0.0%	-18%	-29%	2%	-11%	2%	-4%
C=CCN1c2ccccc2[C@]23C[C@@H](C(=O)OC)N(C(=O)C4CCC4)C2=NC(C(=O)OC)=C(C(=O)OC)[C@H]13	4%[17.4 µM]	8.2%	-21%[11.6 µM]	-29%	-4%	4%[13.5 µM]	4%[17.5 µM]	.
COc1ccc(NC(=S)N(CCCN2CCN(C)CC2)Cc2cccs2)cc1	-4%	-0.8%	5%	5%	12%	?	-1%	4%
Cc1ccc(S(=O)(=O)N(C)CC(=O)N2CCOCC2)cc1	-28%	0.1%	10%	-6%[46.1 µM]	3%	3%	-9%	-4%
CCCN(CCC)C(=O)Cn1c(=O)n(CCC(=O)NCCc2ccccc2)c(=O)c2ccccc21	10%	-2.6%	-3%	-10%[46.1 µM]	5%	-3%	1%	-7%
CCOc1ccccc1C1CC(=O)Nc2cc(OC)c(OC)c(OC)c21 (configuration not stated)	7%	3.7%	1%	9%[46.1 µM]	24%	?	9%	7%
Cc1ccc(NC(=O)COC(=O)CN2C(=O)c3ccccc3C2=O)cc1S(=O)(=O)N(C)C	-1%	-0.1%	-9%	-2%	-3%	?	2%	2%
O=C(CNC(=O)c1ccc(F)cc1)N/N=C/c1ccc(O)c([N+](=O)[O-])c1	-3%	-1.0%	-5%	-17%	6%	?	-2%	?
Cn1c(CSCc2ccc(F)cc2)nnc1SCC(=O)Nc1nccs1	-6%	5.4%	-3%	-2%[46.1 µM]	5%	-3%	-6%	-3%
Cc1ccc2cc(C)c(SCC#N)nc2c1	5%	0.0%	-12%	4%[46.1 µM]	-8%	6%	10%	-12%
O=C(COC(=O)c1ccc2ncsc2c1)Nc1ncc(Cl)cc1Cl	-12%	0.0%	-1%	10%	0%	-10%	1%	4%
NC(=O)C1CCCN(C(=S)Nc2cccc3ccccc23)C1 (configuration not stated)	-4%	5.7%	-10%	0%[46.1 µM]	1%	9%	-10%	5%

Given with two lines to a compound: entries from further up.
Fields – GAA spleen mod, Epigenetic reg, Tau fluor counter, NPSR antagonist, GAA glycogen mod, ALDH1A1 block, aGal spleen mod, GAA inh
COc1ccccc1-c1nnc2sc(-c3cnccn3)nn12
→ 0%, 0.0%, 0%, -17%[46.1 µM], 2%, ?, -2%, -11%
COC(=O)Cc1[nH]n(-c2nc3ccccc3s2)c(=O)c1C(C)=Nc1ccc(C)cc1
→ -1%, 1.0%, -4%, -29%, 9%, 5%, -3%, ?
Cn1c(CSCc2ccc(F)cc2)nnc1SCC(=O)Nc1nccs1
→ -6%, 5.4%, -3%, -2%[46.1 µM], 5%, -3%, -6%, -3%
COc1ccc(NC(=O)/C(C#N)=C\c2cc(OC)c(OCc3ccc(C(=O)O)cc3)cc2Br)cc1
→ -1%, -0.8%, -2%, -33%, -5%, ?, 6%, 2%

Next section
SMILES	GAA spleen mod	Epigenetic reg	Tau fluor counter	NPSR antagonist	GAA glycogen mod	ALDH1A1 block	aGal spleen mod	GAA inh
O=C(c1cccs1)N1CCN(CCc2ccccc2)CC1	-6%	0.0%	-1%	-5%[46.1 µM]	7%	2%	-3%	1%
Cc1ccc(NC2c3ncccc3C(=O)N2C2CCCCC2)cc1 (configuration not stated)	-11%	-0.2%	-8%	-11%[46.1 µM]	-4%	-12%	1%	0%
COc1ccc2cc3cc(C(=O)NCc4cccs4)oc3nc2c1	13%	0.1%	-4%	-9%[46.1 µM]	6%	?	?	?
Nc1ncc(Br)cc1N=Cc1ccccc1	5%	-0.3%	-8%	7%	8%	5%	0%	0%
CC1(C)CC(=O)c2ccc(OCc3ccc([N+](=O)[O-])cc3)cc2O1	-22%	-1.8%	?	51%	-13%	?	7%	-1%[15.4 µM]
COc1ccc(CNC(=O)c2noc3c2CCCC3)cc1	0%	-1.1%	-5%	-10%[46.1 µM]	1%	-2%	-19%	-7%
COc1ccc(S(=O)(=O)N2CC(C(=O)O)Oc3ccc(CC(=O)O)cc32)cc1 (configuration not stated)	4%	1.9%	-2%	2%[46.1 µM]	-10%	-5%	5%	-14%
COc1ccc(C(=O)n2nc(-c3ccco3)nc2N)cc1	5%	-1.9%	9%	3%[46.1 µM]	3%	-1%	5%	15%
COC(=O)c1[nH]c2ccc(C)cc2c1NC(=O)CN1CCCC(C)(C)C1	-8%	-1.1%	-28%	?	-1%	?	3%	-6%

An excerpt (hit frequency here may not be typical).
